EBV LMP1 NFkB: Epstein-Barr LMP1 NF-kappaB reporter inhibition | LMP1-induced NF-kappaB luciferase reporter cells, luminescence | inhibition, % at 12.5 µM | 350,000 compounds, 0.69% hits | AID 504558; in the data active means inhibition above about 41%;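 further: 0% = neutral control wells and 100% = reference inhibitor control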
NR2E3 ag-1: human photoreceptor-specific nuclear receptor agonism; CHO-S Gal4-NCOR/VP16-NR2E3 two-hybrid, luciferase; inhibition of corepressor binding, % at 3.98 µM; 360,000 compounds, 0.35% hits; AID 602229;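 active means inhibition above the mean of all tested compounds plus 3 SD, cut at about 70% in these data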;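 further: 0% = DMSO with NR2E3 transfected cells and 100% = cells lacking NR2E3 construct; higher means lower luciferase signal from less NR2E3 corepressor binding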
Target sequence (Q9Y5X4 whole entry, looked up, the tested form may be a part): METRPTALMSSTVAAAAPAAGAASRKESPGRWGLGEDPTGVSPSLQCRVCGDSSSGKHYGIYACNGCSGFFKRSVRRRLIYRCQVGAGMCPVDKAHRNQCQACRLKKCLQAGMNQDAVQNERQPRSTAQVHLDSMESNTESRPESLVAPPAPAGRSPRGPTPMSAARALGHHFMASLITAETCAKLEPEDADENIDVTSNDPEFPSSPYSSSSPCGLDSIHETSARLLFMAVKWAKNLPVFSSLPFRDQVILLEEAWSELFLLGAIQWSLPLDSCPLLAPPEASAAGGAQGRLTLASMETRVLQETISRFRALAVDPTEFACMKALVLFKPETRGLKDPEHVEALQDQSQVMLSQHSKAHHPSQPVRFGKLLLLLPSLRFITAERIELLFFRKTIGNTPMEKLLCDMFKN
C8 TRAIL sens: caspase-8 TRAIL sensitization | NB7+C8 cells + TRAIL, ATPlite viability luminescence | 360,000 compounds, 1% hits | inhibition (viability loss, TRAIL sensitization), % at 10 µM | AID 624354;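 active means compounds causing at least 50% loss of cell viability in the single-dose screen, relative to plate controls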
NR2E3 ag-2: activates human photoreceptor nuclear receptor NR2E3. 320,000 compounds, 0.12% hits. inhibition of corepressor binding, % at 4.78 µM. AID 2300. GST-NR2E3/biotin-RetCOR TR-FRET, 1536-well;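 active means percent inhibition above the cutoff of mean plus 3 SD of all tested compounds, set per screening campaign, cut at about 20% in these data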;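 further: 0% = DMSO wells and 100% = biotin wells as full block of FRET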
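System: GST-NR2E3 and biotin-RetCOR proteins; probe or stimulus: 7 nM biotin-RetCOR; doses: compound at 4.8 µM, single dose; schedule: Compound–protein incubation for 5 h at 4 °C; detection: time-resolved FRET; read-out: percent inhibition; controls: biotin wells as high control, 0.6% DMSO wells as low control; format: 1536-well plates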
KKLEB tox: reduces viability of KKLEB cystic fibrosis airway cells; KKLEB CF airway cells viability, ATPlite luminescence, overnight; stronger effect = lower value; cells stimulated with P. aeruginosa culture filtrate; AID 602141; 360,000 compounds, 0.36% hits; activity change (cytotoxicity), % at 5 µM;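 active means corrected activity change at or below -50% at 5 µM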
hiPSC survival: hiPSC single-cell survival enhancement; ATPlite luminescence; 100% = ROCK inhibitor wells, 0% = DMSO; survival enhancement, % at 20 µM; 360,000 compounds, 0.044% hits; AID 602274; in the data active means survival enhancement above about 18%;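 further: cells exposed to compounds for 16 hours before the ATP read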
CF NFkB block: cystic fibrosis NF-kB activation inhibition; KKLEB NF-kB-GFP reporter, PAF-induced, GFP fluorescence overnight; inhibition, % at 5 µM; 360,000 compounds, 0.86% hits; AID 588850;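 active means at least 50% inhibition at 5 µM, scaled per plate between neutral and stimulator controls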;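 further: PAF is a Pseudomonas aeruginosa culture filtrate used as stimulus; plate controls were PAF-stimulated DMSO wells for no effect and unstimulated DMSO wells for full effect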
HIF-2a inh: inhibitors of HIF-2a; 786-0 RCC cells HIF-2a reporter, luciferase luminescence, overnight; inhibition, % at 18.8 µM; 360,000 compounds, 0.72% hits; AID 624352;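 active means inhibition of the luminescence signal of 40% or more relative to plate controls, in a single-dose primary screen at 18.75 µM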
Peg3 promoter: reduces Peg3 promoter-driven luciferase expression in HeLa; AID 588405; 360,000 compounds, 1.7% hits; HeLa PEG-Prom luciferase reporter, luminescence, overnight; inhibition, % at 20 µM;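 active means inhibition of at least 50% at 20 µM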
Shn3 3UTR inh: reduces Shn3 3'UTR luciferase signal in osteoblasts; inhibition, % at 12.5 µM; Clone20 osteoblast Shn3 3'UTR firefly luciferase, 24 h; 360,000 compounds, 0.52% hits; AID 588674;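 active means mean inhibition of at least 75% with every replicate also reaching 75%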;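 further: 0% = median of neutral control wells and 100% = pilot-screen positive control compound; some compounds past the cut are filed as inactive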
MITF TRPM1 inh: reduces MITF-dependent TRPM1 promoter luciferase signal. 330,000 compounds, 0.83% hits. inhibition, % at 12.5 µM. SK-MEL-5 TRPM1 promoter luciferase, 24 h. AID 488899;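 active means mean inhibition across replicates of 60% or more, whatever share of single replicates reaches that level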; further: values of inactives mirror those of a sister screen read the other way
* marks the source's active call; other numbers are inactive results; nt = no result given. These rows are one share of the data. The share of hits here may be higher or lower than overall.

Below each SMILES – EBV LMP1 NFkB, NR2E3 ag-1, C8 TRAIL sens, NR2E3 ag-2, KKLEB tox, hiPSC survival, CF NFkB block, HIF-2a inh, Peg3 promoter, Shn3 3UTR inh, MITF TRPM1 inh
Cc1cccc(NC(=O)c2cc3c(s2)-c2c(C)cccc2OC3)n1
  -20, -29, 0, 3, 13, -0.8, -2, -280, -155, nt, -66
Cc1c(O)ccc(C(=O)COc2ccccc2F)c1O
  -6, -59, 8, -2, 13, 1.3, -10, -206, -140, -26, -23
COc1ccc(CCNC(=O)c2ccc(N(C)S(=O)(=O)c3ccc(C)cc3)cc2)cc1
  2, 15, -8, 0, 22, -1.7, -10, 26, 1, 9, 9
CN(C)S(=O)(=O)c1cccc(C(=O)OCC(=O)NC2CCCc3ccccc32)c1 (stereo not given)
  -5, -5, -5, 0, 8, 3.5, 11, 10, 13, 9, 9
CC(=O)Nc1cc(C)ns1
  17, 3, -10, nt, 3, 2.1, 0, -8, -3, 0, -9
O=C(C[C@H]1C/C=C\CC[C@H](Cc2ccc(F)cc2)C(=O)OC[C@H]2CCCN2C1=O)N[C@H](CO)Cc1ccccc1
  -9, 2, 8, nt, 11, -1.0, -4, 0, 3, -5, -11
CCC1CCC/C1=N\NC(=O)c1ccccc1C (stereo not given)
  10, -21, -1, 0, -3, -0.5, -7, 15, -25, -17, -11
COc1cc(OC)c(C2=NOC(C(=O)NCc3cccs3)C2)cc1Cl (stereo not given)
  -17, -81, 27, 2, -12, -0.7, 4, -68, -9, 22, 22
Cc1[nH]ncc1Nc1c(C(C)C)cccc1C(C)C
  nt, 4, 6, nt, 10, -1.6, -15, 15, -7, 8, nt
CCOc1ccc(C(=O)N(Cc2ccccc2)c2cccc(C)c2)cc1OC
  8, -3, 11, -2, -6, -0.3, 29, 11, 26, 21, 13
CCOC(=O)c1ccc(S(=O)(=O)N2CCN(CCc3ccncc3)CC2)cc1
  -14, 2, 11, nt, 7, 0.1, -3, 5, -8, 8, 9
CCCCCOC(=O)Nc1ccc(S(=O)(=O)Nn2cnnc2)cc1
  -3, 10, 3, -1, -5, 5.5, -5, 1, -37, -7, 8
CC(=O)C1=C(O)C(=O)N(Cc2ccccc2)C1c1ccc(Cl)cc1 (stereo not given)
  -7, 20, -3, 0, 4, -0.5, 0, 17, 4, -20, 1
CCOC(=O)c1nc(N/N=C/c2ccccc2)sc1Br
  -14, -26, 0, 2, 19, -0.6, 0, -66, -91, -29, -14
CCOC(=O)C1=C(c2ccccc2)NC(=O)NC1c1cc(OC)c(O)c([N+](=O)[O-])c1 (stereo not given)
  -6, -16, 5, 1, 3, 1.0, -10, 14, 9, 7, 10
O=c1oc2ccccc2n1CSc1nc2ccccc2s1
  -16, -117, -5, -2, 6, 2.4, -9, -256, -270, -23, -53
COC(=O)Cc1c(C)nc2nc(-c3ccc(C)cc3)[nH]n2c1=O
  -4, -40, 27, 2, 2, -1.6, 8, -24, -8, -24, 10
CCCCOc1ccc(C(=O)OC(C)CN(C)C)cc1 (stereo not given)
  1, -7, 9, 4, 13, -1.7, -1, -10, 4, -2, -4
Cc1ccccc1S(=O)(=O)NC(=O)C1(C)CCN1C(=O)CC1CCCC1 (stereo not given)
  nt, 8, 5, nt, 7, 1.6, -18, 4, 0, 2, nt
CCN(CC)CCCN1C(=O)C(O)=C(C(=O)c2cc3cccc(OC)c3o2)C1c1ccncc1 (stereo not given)
  0, -18, -8, 11, 13, 3.8, 2, -22, 14, -9, 0

The list goes on.
Below each SMILES – EBV LMP1 NFkB, NR2E3 ag-1, C8 TRAIL sens, NR2E3 ag-2, KKLEB tox, hiPSC survival, CF NFkB block, HIF-2a inh, Peg3 promoter, Shn3 3UTR inh, MITF TRPM1 inh
O=C(Nc1ccncc1)c1cccc(S(=O)(=O)N2CCOCC2)c1
  1, 12, -8, -2, 4, -0.3, 9, 2, 10, 27, -1
N#C/C(=C\c1ccccc1)C(=O)NC(=O)Oc1ccccc1
  10, -11, -7, 0, 14, 0.0, -20, 8, -4, 4, -4
Cc1n[nH]c(=O)c2c(NC(=O)CSc3nnnn3-c3ccccc3)oc(C)c12
  -2, -9, -22, -2, -12, -0.5, 8, 2, 10, -8, 5
COc1ccccc1NC(=O)Cn1nnc(-c2ccccc2NC(=O)c2cccs2)n1
  4, -3, 26, 0, -38, -1.3, 42, 0, 12, 25, 13
C/C(=N\Nc1ccc(C#N)cc1[N+](=O)[O-])c1ccc(O)cc1
  -2, -1, -3, -1, -10, -0.5, -16, 9, 5, 6, -11
CCOc1ccc(Br)cc1C(=O)N/N=C/c1c[nH]c2ccccc12
  -1, -8, 19, 2, -6, -0.3, 15, 29, 19, -4, -4
OC(COc1ccc2cc(Br)ccc2c1)CN1CCN(c2ccccn2)CC1 (stereo not given)
  16, 33, 32, 5, 1, 1.3, 6, -16, 4, 14, 0
O=C(CN1CCN(c2ccc(O)cc2)CC1)NCC(=O)Nc1ccc(F)c(F)c1F
  -8, -6, 7, -2, -4, 1.6, -1, -5, 15, 8, nt
Cc1ccnc(N2C(=O)c3ccccc3C2=O)c1
  nt, -20, 19, 3, 0, 0.0, 9, 5, 23, -2, -10
C=C(C)C(=O)Nc1ccc2nn(-c3ccccc3O)nc2c1
  -42, -255, 8, nt, 17, -2.8, -51, -261, -217, -96, nt
O=C(c1ccoc1)N1CCN(c2cc(-c3ccccc3)nc3cc(-c4ccccc4)nn23)CC1
  5, 18, 43, nt, 4, 0.6, 1, -19, 68*, 75, nt
Cc1ccc(NC(=O)Cn2nnc(C(=O)Nc3ccc(C)c(C)c3)c2N)cc1
  -12, -26, 14, -2, -2, -2.2, -3, -34, -33, -21, -20
CC12CCC(=O)N1C(C(=O)OCC(=O)Nc1cc(S(=O)(=O)N3CCCCC3)ccc1Cl)CS2 (stereo not given)
  -3, -54, 20, 1, -10, -0.5, 3, 12, 8, -11, -5
CCOC(=O)CSc1nnc(CNc2cccc(Cl)c2)n1-c1ccccc1
  -1, 21, -9, -1, 9, 7.2, 5, 11, -9, -13, 13
CCOC(=O)C(C)Sc1nc2c(c(=O)[nH]c(=O)n2C)n1CCc1ccccc1 (stereo not given)
  1, -11, -6, 1, -5, 7.6, 1, 10, 12, 17, -1
CCCCN(C(=O)CC1CCCCC1)c1c(N)n(CC(C)C)c(=O)[nH]c1=O
  3, -28, 5, 4, 1, 0.2, 22, 5, 1, -10, 11
Cc1ccc(S(=O)(=O)NC(C)C(=O)Nc2ccc(C(N)=O)cc2)cc1 (stereo not given)
  -4, 3, -12, -1, 6, 0.8, -9, 14, -2, 5, 3
O=c1oc2ccccc2c2c1ncn2-c1ccccc1
  12, -9, -2, 0, -10, 7.7, 9, 19, 15, 1, -2
CCOC(=O)Cc1cc(=O)n2[nH]c(C)c(-c3ccc(OC)cc3)c2n1
  -2, -3, 6, -3, -1, 4.3, -5, 8, 13, -5, 7
COc1ccc(NC(=O)CN(c2ccccc2)S(=O)(=O)N(C)C)cc1Cl
  7, -11, 3, 0, -2, -0.4, 24, 13, 2, 15, 5

Going on with the list:
Below each SMILES – EBV LMP1 NFkB, NR2E3 ag-1, C8 TRAIL sens, NR2E3 ag-2, KKLEB tox, hiPSC survival, CF NFkB block, HIF-2a inh, Peg3 promoter, Shn3 3UTR inh, MITF TRPM1 inh
CC(=O)/C=C\c1ccc(OC(=O)c2cccnc2)cc1
  -7, -13, 12, -3, 4, 0.9, -7, 10, 9, -2, -6
COc1ccccc1OCCOc1ccc(C(=O)c2ccccc2)cc1
  -2, -15, 24, 0, 7, -1.6, -14, -38, 2, -7, -6
CC(OC(=O)CCN=C1NS(=O)(=O)c2ccccc21)C(=O)Nc1ccc(F)cc1Cl (stereo not given)
  1, -19, 18, 3, 0, -0.5, 0, 6, 16, -8, 8
CCOc1ccc(CCNC(=O)Cn2ccc3cc(S(=O)(=O)N4CCCC4)ccc32)cc1
  -6, -15, -7, -1, -12, -0.3, 0, 10, 5, 24, -5
O=C(Nc1sc2c(c1C(=O)O)CCC2)c1cccs1
  -4, -77, -7, 1, 2, 2.3, 4, -137, -165, -17, 2
CS(=O)(=O)Nc1cccc(C2=NN(S(C)(=O)=O)C(c3ccccc3)C2)c1 (stereo not given)
  5, -38, 5, -1, 2, 0.4, -14, -26, -1, -22, -12
COC(=O)[C@]1(Cc2ccccc2)N[C@H](CN(C)C(=O)Nc2ccc(F)cc2)[C@@H]2C(=O)N(Cc3ccccc3)C(=O)[C@@H]21
  -2, -33, 2, nt, 4, 2.7, -3, -2, 6, 27, 4
CC(C)C1Nc2ccc(C(=O)O)cc2C2C=CCC21 (stereo not given)
  6, -20, 1, 1, -11, 0.2, -1, 19, -7, 9, 11
CCOCCCNC(=O)C1CCN(S(=O)(=O)c2ccc3nc4c(c(C(=O)O)c3c2)CCCCC4)CC1
  -1, 10, -11, 1, 1, -0.6, -3, 3, 4, -11, -3
CCc1cc2c(=O)n(CC(=O)NC3CCCCC3)cnc2s1
  4, 0, -5, -1, 2, 0.4, 1, 9, 9, 16, 14
COCCNC(=O)/C(C#N)=C/c1ccc(-c2ccc(OC)cc2[N+](=O)[O-])o1
  5, -16, 30, -3, 6, -0.2, -4, -5, 24, 15, 4
Cc1ccccc1-n1c(C)cc(/C=C2/C(=N)N3C(c4ccccc4)=CSC3=NC2=O)c1C
  0, 2, 21, 0, 0, 0.8, 14, -30, -57, 25, -35
Oc1c(C(c2ccccc2)N2CCCCC2)sc2ncnn12 (stereo not given)
  8, -11, 4, -2, 2, 0.7, -39, 3, 6, -1, 14
CC(=O)Nc1nc2ccc(NC(=O)c3ccco3)cc2s1
  -17, -74, -10, 2, 3, -1.0, 5, -135, -121, -54, -32
COc1cc2c(cc1NC(=O)COC(=O)[C@@H](NS(=O)(=O)c1cccc(Cl)c1)C(C)C)oc1ccccc12
  -21, -15, 13, -3, 1, 0.2, -2, -69, -28, 14, -10
O=C(NCCCn1ccnc1)C(=O)NCC(c1ccco1)N1CCN(c2ccc(F)cc2)CC1 (stereo not given)
  4, 24, 7, 3, 8, -0.5, -2, 17, 11, 27, -1
CCOc1ccc(S(=O)(=O)N2CCC(C(=O)N3CCc4ccccc4C3)CC2)cc1
  -5, 3, 33, 2, 0, -0.3, 15, 24, 13, 14, 6
CC(C)Cc1nc(SCC(=O)N2CC(C)OC(C)C2)c2c(=O)n(C)c(=O)n(C)c2n1 (stereo not given)
  -5, -10, 9, 0, -12, 1.3, 10, 3, 18, 9, 7
O=C(COC(=O)/C=C/c1ccccc1)NCC1CCCO1 (stereo not given)
  -1, 6, -8, -1, -10, 0.7, 25, 4, -7, 13, -2
Fc1ccccc1COc1ccccc1CNCc1ccncc1
  -2, -12, -8, 3, -4, -0.1, 12, -4, 19, 26, 0
COc1ccc(OCCSc2ncn[nH]2)cc1
  0, -37, 5, -3, 2, -2.5, -4, -25, -104, -70, 0
O=C(Nc1ccccc1N1CCOCC1)c1ccc(Cl)nc1
  -7, 30, -4, -1, -4, -0.4, 23, 16, -1, -57, 9
c1ccc2sc(N3CN(CCN4CCOCC4)CN(c4nc5ccccc5s4)C3)nc2c1
  -24, -7, -7, 3, -3, -1.8, 16, -63, -80, -19, -11

High-throughput results: PubChem, several laboratories
